# Assay outcomes deposited in PubChem by NCI.
# All columns: NCI-60 one-dose screen, growth in % after 48 h at 10 µM unless noted; 100 = growth as untreated, 0 = no growth, -100 = all killed.
# HL-60(TB): HL-60(TB) leukemia cells. actives 9% (n = 78,000). AID 1794776; active = growth percent below 10
# Numbers without * were called inactive; & = joins results of further samples.
SMILES,HL-60(TB)
COc1cc2c(cc1-c1c(C)noc1C)ncc1nc(C3CCC(F)(F)CC3)n([C@@H](C)COC(F)F)c12,18
CC(=O)OC(C1CC1C(=O)C1CO1)[C@H](Cc1ccccc1)NC(=O)OCc1ccccc1 (stereo partly drawn),82
NCCc1ccc(N)cc1,103
COc1ccc(/C(=C\c2ccc3c(c2)OCO3)C(=O)Nc2nc3ccccc3s2)cc1,101
NC(=O)c1c(Nc2ccccc2)nn2c(-c3ccc(Br)cc3)c(-c3nc4ccccc4s3)c(N)nc12,97
COc1ccc(CN2c3ccccc3Sc3ccccc32)c(C(F)(F)F)c1,24
COc1ccc(-n2nc(C(=O)NCCCCCC(=O)O)nc2-c2ccccc2)cc1,86
N=C(N)c1ccc(C(=N)N)cc1,70
Clc1ccc(C2CC(n3nnnc3-c3ccccc3)=NN2)cc1 (stereo not drawn),89
N#C/C(=C\c1c[nH]c2ccccc12)S(=O)(=O)c1ccccc1,97
Cc1ccc(-c2cc(Cc3cccs3)c(=O)n(Cn3cnc4c(N)ncnc43)n2)cc1,107
O=C(NCCCCCCNC(=O)c1c2c(nc3ccccc13)-c1cccnc1SC2)c1c2c(nc3ccccc13)-c1cccnc1SC2,24
CNc1ncnc2[nH]ncc12,96
O=C1C(Cl)=C(Nc2cccc(C(F)(F)F)c2)C(=O)N1c1cccc(C(F)(F)F)c1,81
COc1cccc2cc(-c3cc4ccccc4[nH]3)/c(=N\Nc3ccc(Cl)cc3)oc12,95
NC(N)=NS(=O)(=O)c1ccc(N=Nc2c(N)n[nH]c2N)cc1,106
O=C(O)C1OC(C(=O)O)C(C(=O)O)C1C(=O)O (stereo not drawn),110
Cc1ccc2nc(COc3ccc(NC(=O)Nc4ccc(Cl)c(Cl)c4)cc3)[nH]c2c1,95
Cc1ccc2c(c1)C(=O)N(c1ccc(S(N)(=O)=O)cc1)C2=O,87
CC1=C(CCN2CCN(c3ccccc3)CC2)C(=O)N2N=C(c3ccccc3)OC2N1 (stereo not drawn),78
OC[C@@H](O)[C@H](O)[C@@H](O)[C@H](O)CO,106
O=C1CCC(=O)NN1,97
COCCNC(=O)c1cc2n(n1)C(C(F)(F)F)CC(c1ccc(Cl)c(Cl)c1)N2 (stereo not drawn),101
CC1(c2ccccc2)NC(=O)N(CC(=O)Nc2ccc(C(=O)/C=C/c3ccc(Cl)cc3)cc2)C1=O (stereo not drawn),-28*
Nc1nn(-c2ccccc2)c2nc(=S)[nH]c(-c3ccc(Cl)cc3)c12,103

# Some of the entries so far, with tabs:
Compound	HL-60(TB)
NC(=O)c1c(Nc2ccccc2)nn2c(-c3ccc(Br)cc3)c(-c3nc4ccccc4s3)c(N)nc12	97
COc1ccc(CN2c3ccccc3Sc3ccccc32)c(C(F)(F)F)c1	24
COc1ccc(-n2nc(C(=O)NCCCCCC(=O)O)nc2-c2ccccc2)cc1	86
N=C(N)c1ccc(C(=N)N)cc1	70
Clc1ccc(C2CC(n3nnnc3-c3ccccc3)=NN2)cc1 (stereo not drawn)	89
N#C/C(=C\c1c[nH]c2ccccc12)S(=O)(=O)c1ccccc1	97
Cc1ccc(-c2cc(Cc3cccs3)c(=O)n(Cn3cnc4c(N)ncnc43)n2)cc1	107
O=C(NCCCCCCNC(=O)c1c2c(nc3ccccc13)-c1cccnc1SC2)c1c2c(nc3ccccc13)-c1cccnc1SC2	24
CNc1ncnc2[nH]ncc12	96
O=C1C(Cl)=C(Nc2cccc(C(F)(F)F)c2)C(=O)N1c1cccc(C(F)(F)F)c1	81
COc1cccc2cc(-c3cc4ccccc4[nH]3)/c(=N\Nc3ccc(Cl)cc3)oc12	95
NC(N)=NS(=O)(=O)c1ccc(N=Nc2c(N)n[nH]c2N)cc1	106
O=C(O)C1OC(C(=O)O)C(C(=O)O)C1C(=O)O (stereo not drawn)	110
Cc1ccc2nc(COc3ccc(NC(=O)Nc4ccc(Cl)c(Cl)c4)cc3)[nH]c2c1	95
Cc1ccc2c(c1)C(=O)N(c1ccc(S(N)(=O)=O)cc1)C2=O	87
CC1=C(CCN2CCN(c3ccccc3)CC2)C(=O)N2N=C(c3ccccc3)OC2N1 (stereo not drawn)	78
OC[C@@H](O)[C@H](O)[C@@H](O)[C@H](O)CO	106
O=C1CCC(=O)NN1	97
COCCNC(=O)c1cc2n(n1)C(C(F)(F)F)CC(c1ccc(Cl)c(Cl)c1)N2 (stereo not drawn)	101

# Carrying on.
SMILES,HL-60(TB)
CCOC(=O)c1c(NC(=O)c2ccccc2)sc2c(CN(C)C)c(O)c(Br)cc12,120
Nc1nc2c(c(=O)[nH]1)N(C=O)C(CNc1ccc(C(=O)N[C@@H](CCC(=O)O)C(=O)O)cc1)CN2 (stereo partly drawn),93&91
Cc1ccc2c(c1)=NC(=O)/C(=C\c1sc(Nc3ccc(S(N)(=O)=O)cc3)nc1O)C=2,112
CCOc1ccc(NC(=O)N(c2ccnc3ccccc23)C(C)CCCN(CC)CC)cc1 (stereo not drawn),111
O=[N+]([O-])c1nccn1CC(O)CO (stereo not drawn),98
CC(=O)c1nn(-c2ccc(Cl)cc2)/c(=N\N=C\c2coc3ccc(F)cc3c2=O)s1,102
CCCCCc1nnc(NC(=O)/C=C/c2cccc(F)c2)s1,103
O=C1c2cccc3c(-c4ccc5c(c4)ncn5C4CCCCC4)ccc(c23)C(=O)N1Cc1ccccc1,116
Cc1ccc2nc(C)c(-c3nnc(SCc4ccc([N+](=O)[O-])cc4)o3)n2c1,96
CCN(CC)c1nc(C)c(C)c(C#N)c1C#N,76
COc1ccc2c(c1)C(c1c[nH]c3ccccc13)(c1c[nH]c3ccccc13)CCO2,41
O=C(CCl)c1ccc(O)cc1,24
COc1ccc(/C=C/C(=O)c2ccc(NC(=O)CSc3nnc(-c4ccc5nc(-c6ccc(OC)cc6)[nH]c5c4)o3)cc2)cc1,78
NS(=O)(=O)c1ccc(Nc2nc(O)c(/C=C3/C=c4ccccc4=NC3=O)s2)cc1,96
O=C1CCCN1C1CCN(Cc2ccccc2)c2ccccc21 (stereo not drawn),102
Nc1nc(N)c2c(n1)NC(c1ccc(C(F)(F)F)cc1)CC(c1ccc(Nc3nc(NCCO)nc(Nc4ccc(Cl)cc4)n3)cc1)=N2 (stereo not drawn),-28*
CC(=O)c1cc(Nc2cc(C)[n+](C)c(N)n2)cc(C(C)=O)c1,93&93
C[C@H](C(=O)N(CCc1ccc(Cl)c(Cl)c1)Cc1cncs1)[C@@H]1CC[C@H](C[C@H](C)n2cc(CN3CCC(c4ccc(Cl)cc4)CC3)nn2)O1,-71*
Cc1cc(C)nc(C)c1.[Cl][Hg][Cl],94
CC(C)(C)c1cc(C[P+](c2ccccc2)(c2ccccc2)c2ccccc2)cc(C(C)(C)C)c1O,-45*
CC(C)c1nc2ccccc2n1CC(=O)N/N=C/c1cccc(O)c1,86
CC(C)CCC[C@@H](C)[C@H]1CC[C@H]2[C@@H]3CC=C4N(c5ccccc5)C(=O)CC[C@]4(C)[C@H]3CC[C@]12C,91
Fc1ccc(CCOc2cccc(-c3nc4sccn4c3-c3ccccc3)c2)cc1,93
O=C1NN(C(=S)N/N=C/c2ccc(Cl)cc2)C(=O)C2C=CC=CC12 (stereo not drawn),83
CC(C)COc1ccc(C(=O)NNC(=O)c2ccc(=O)[nH]c2)cc1,91
# Next entries
SMILES,HL-60(TB)
CC(C)=CCC/C(C)=C\C=N\NC(=O)c1ccncc1,93
O=C(C[n+]1ccccc1Cl)c1ccc2c(c1)CCCC2,79
C=CC[n+]1c(/C=C2\Sc3ccccc3N2C)sc(-c2ccccc2)c1-c1ccccc1,-26*
Cc1ccc(N=Cc2c(-c3ccc(S(C)(=O)=O)cc3)nc3ccccn23)cc1,86
Clc1ccc(-c2nn(-c3ccccc3)cc2-c2nc3ccccc3[nH]2)cc1,95
CCOC(=O)c1cnn(CC(O)CC)c1NC(=O)NCc1ccccc1C(F)(F)F (stereo not drawn),76
CCCCSc1nnc(-c2ccc(-c3ccc(Cl)cc3)nc2C)o1,92
CN1CCN(C(=O)CCN(C(=O)Oc2cc3c(c4ccccc24)[C@H](CCl)CN3C(=O)c2cc3cc(OCCCN4CCC4)ccc3[nH]2)[C@H]2CCSSC2)CC1,-57*
COc1ccc(N=Nc2ccc(O)cc2)cc1,22
COc1ccc(Nc2nc(NCc3ccccc3)c3ccccc3n2)cc1,90
C=CCc1cc(OC)c(OC)c(OC)c1,79
Cc1cc(C)c(NC(=O)c2ccccc2)cc1N,94
Cc1ccc(C(=O)N/N=C/c2ccc(F)cc2)cn1,83
COc1ccc(-c2nc3cc(NC(=O)[C@H](N)Cc4ccccc4)ccc3o2)cc1,71
NC(=O)C1CCCCC1C(N)=O (stereo not drawn),99
C[C@]12CCCC[C@@H]1CC[C@@H]1[C@@H]2CC[C@]2(C)[C@@H](O)CC[C@@H]12,107
Brc1ccc(C(c2ccccc2)c2ccccc2)cc1,111
C=CC(=O)N[C@@H](/C=C/C(=O)OCC)Cc1ccc(-c2cc(F)cc(C(N)=O)c2)cc1,96
O=C1C=C(C(O)c2ccc(Cl)cc2)C(=O)c2ccccc21 (stereo not drawn),91
O=C1NC(=O)/C(=C/c2ccc(C3Oc4ccccc4C4CC(c5ccccc5)=NN43)cc2)S1 (stereo not drawn),101
CCOC(=O)C(=O)CC(C)=O,108
C=CCN(CC=C)C(=O)Nc1cccc2c(NC(=O)N(CC=C)CC=C)cccc12,115
COc1ccc(NC(=O)Cn2c(Br)nc3c2c(=O)n(C)c(=O)n3C)cc1,91
CCN1CCN(c2oc(C(c3ccccc3)c3ccccc3)nc2C#N)CC1,88
CC(C)[C@@H]1CC[C@@H](C)CC12OOCN(c1cccc(Cl)c1)COO2,107
# New compounds follow:
SMILES,HL-60(TB)
CC(C)(C)n1cc(-c2ccnc(NCCCNS(=O)(=O)c3ccc(C(F)(F)F)cc3)c2)c(-c2cccc(O)c2)n1,-25*
CCN1CCN(C2=NC(=O)/C(=C/c3ccc(Br)cc3F)S2)CC1,72
N#CC1=C(N)Oc2c(ccc3ccccc23)C1c1cc(=O)oc2ccc(Cl)cc12 (stereo not drawn),-10*
O=c1cc(Cn2cnn(-c3ccccc3)c2=O)c2c(ccc3ccccc32)o1,100
C=CCn1c(SCC(=O)Nc2ccc(C(=O)/C=C/c3cc(OC)c(OC)c(OC)c3)cc2)nnc1-c1cc(-c2ccc(S(N)(=O)=O)cc2)nc2ccccc12,58
C=C1C(=O)N(C)CCC1C(CC)C(=O)OC (stereo not drawn),105
O=c1[nH]c(O)c(C=c2ccc(=C3N=c4c(c5ccccc5c5ccccc45)=N3)cc2)s1,42
Clc1nc(-c2cccc3ccccc23)nc2sc3c(c12)CCCCCC3,107
CCCCNc1ncnc2c1cnn2C,98
C=C(C)C[C@@]1(C)CC2[C@@]3(C)CC[C@H](O)C(C)(C)C3CC[C@@]2(C)[C@H](C(=O)OC)C1=O (stereo partly drawn),83
CCOc1ccccc1NC(=O)c1cc(-c2ccc(Cl)cc2)n(-c2ccc(S(C)(=O)=O)cc2)n1,92
Cc1[nH]c(C(=O)Nc2ccc(C(=O)NCCN)cc2OC2CCNCC2)c(Cl)c1Cl,100
CC[C@@]12C=C(C)[C@H]3c4c(cc(O)cc4N1C(=O)C(C)=C2O)[C@@H](O)[C@@H]3C,116
O=C(/C(=C/c1ccc([N+](=O)[O-])cc1)SCc1ccc(F)cc1)c1ccc(F)cc1,69
Nc1ccccc1Cl,92
COc1ccccc1/C=C/c1c(C(=O)O)cccc1[N+](=O)[O-],102
Oc1ccc(NC(=S)Nc2ccccc2)cc1,71
COC(=O)[C@]12CC[C@@H](C)[C@H](C)[C@@H]1C1=CC[C@@H]3[C@@]4(C)C(C=O)=C[C@@]5(C)COC(=C45)C[C@@]3(C)[C@]1(C)CC2,66
OB(O)c1ccc(Br)cc1,91
C(=NC1CCCCC1)=NC1CCCCC1,46&118
C(#CC(c1ccccc1)c1ccccc1)c1ccccc1,102
O=C1C(N2CCOCC2)=C(I)C(=O)c2ncccc21,81
c1cc2c(c(NC3=NCCCS3)c1)CCCC2,109
Clc1ccc(/C=C\c2ccncc2)cc1,78
C=CC(=O)Nc1ccc2ncnc(Nc3cccc(NS(=O)(=O)CCC)c3Cl)c2c1,81
# Further records follow:
SMILES,HL-60(TB)
CCCC(C)NCCOC(=O)C(c1ccccc1)c1ccccc1 (stereo not drawn),89
Brc1cccc(-c2cn3c(ccc4ccccc43)n2)c1,99
Nc1c(C(=O)O)[nH]c(=O)[nH]c1=O,81
COc1ccc(Nc2nn3c(=O)c4cc(SC)ccc4nc3s2)cc1,97
Cc1cccc(NC(=O)C2=NCCCCN2)c1,101
Cc1ccc(C(=O)COC(=O)c2ccc3c(c2)C(=O)N(c2cccc4ncccc24)C3=O)cc1,100
Cc1oc2ccccc2c(=O)c1C(=O)c1ccc(O)cc1,100
O=C1OC(c2nc3ccccc3s2)=C/C1=C\c1cccc(O)c1,94
OC1CC2c3ccccc3C1c1cccc[n+]12 (stereo not drawn),79
CC(C)C(=O)OCCN(CCc1ccccc1)CCc1ccccc1,99
O=C(c1ccccc1)N1CCOC(O)(c2ccccc2)C1c1ccccc1 (stereo not drawn),88
Cc1cc(C)c2nc(N3CCC(C(=O)NCCCN4CCC(N5CCCCC5)CC4)CC3)sc2c1,87
CC(C)CCS(=O)(=O)C(c1ccccc1)c1ccccc1,101
Oc1ccc(Nc2ccnc3cc(Cl)ccc23)cc1,64
OCCNc1nc(Nc2ccc(Cl)cc2)nc(Nc2ccc(C3=NN(c4cc(Cl)cc(Cl)c4)C(c4ccccc4)C3)cc2)n1 (stereo not drawn),105
CC(Br)c1ccccc1 (stereo not drawn),101
O=C(/C=C\c1ccc(Cl)cc1)c1ccc(NC2=CC(=O)c3ccccc3C2=O)cc1,71
COc1ccc(Cn2cncc2-c2c[nH]c3ccccc23)cc1,95
C=CCOC(=O)Oc1c(C)cc([N+](=O)[O-])cc1[N+](=O)[O-],65
COc1cnc2c(c1)C(=O)c1c-2n(CCCN2CCOCC2)c(=O)c2cc(Cl)ccc12,-4.6*
CCOC(=O)c1ccccc1NC(=O)CN(CC)CC,89
COc1ccc(/C(C)=N/OC(=O)c2sc3ccccc3c2Cl)cc1CN1CCOCC1,84
NS(=O)(=O)c1ccc(-n2ncc(NC(=O)Nc3ccc(S(=O)(=O)Nc4nccs4)cc3)c2-c2ccccc2)cc1,92
O=C(Nc1nc2ccc([N+](=O)[O-])cc2s1)Nc1ccc(Cl)cc1Cl,50
O=C(CSc1nc2c(c(=O)[nH]1)CCCC2)NNC(=O)c1ccccc1,102
O=C(CN1CCNCC1)Nc1ccc2oc(=O)ccc2c1,96

# This is a subset; the hit share may differ from the screen's.
